Screening data: PubChem BioAssay, National Center for Advancing Translational Sciences (NCATS)
RXFP1 agonist: RXFP1 (human) receptor agonism; Q9HBX9; HEK293T-RXFP1 cAMP TR-FRET, 30 min; response scale: percent of porcine relaxin response, buffer zero; Potency, µM (top dose mostly 57.5 µM), without a hit: at the highest dose activation, hits mostly activators; 370,000 tested, 0.3% active; further: potency means the concentration at half of the fitted maximal effect; on the % scale 0 is the no-effect control and ±100 the full control effect; nearly all actives have a fitted effect of over 60% in size; many of its hits are not listed in these tables
Target sequence (Q9HBX9 whole entry, looked up): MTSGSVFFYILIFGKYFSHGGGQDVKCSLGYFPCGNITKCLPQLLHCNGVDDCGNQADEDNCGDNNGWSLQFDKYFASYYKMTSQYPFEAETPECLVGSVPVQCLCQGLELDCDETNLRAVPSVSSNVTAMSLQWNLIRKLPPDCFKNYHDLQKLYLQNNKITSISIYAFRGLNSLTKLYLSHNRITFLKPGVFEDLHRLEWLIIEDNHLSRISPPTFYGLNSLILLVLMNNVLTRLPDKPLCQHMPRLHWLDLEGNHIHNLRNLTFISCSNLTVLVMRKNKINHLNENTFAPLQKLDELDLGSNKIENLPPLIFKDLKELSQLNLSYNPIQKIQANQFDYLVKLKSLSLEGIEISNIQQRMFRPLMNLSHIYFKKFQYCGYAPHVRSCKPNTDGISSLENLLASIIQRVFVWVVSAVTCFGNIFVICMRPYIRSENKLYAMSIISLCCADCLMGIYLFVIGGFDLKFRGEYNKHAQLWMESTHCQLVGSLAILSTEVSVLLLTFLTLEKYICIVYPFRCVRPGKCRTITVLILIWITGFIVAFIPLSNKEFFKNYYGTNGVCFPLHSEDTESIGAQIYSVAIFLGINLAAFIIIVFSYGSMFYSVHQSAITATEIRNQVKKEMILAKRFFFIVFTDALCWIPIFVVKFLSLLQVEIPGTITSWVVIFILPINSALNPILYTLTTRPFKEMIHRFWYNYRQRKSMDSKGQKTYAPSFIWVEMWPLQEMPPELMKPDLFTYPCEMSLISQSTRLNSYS
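HEK293 cells stably expressing RXFP1, treated 30 min at 37C with compounds plus PDE4 inhibitor Ro 20174; cAMP measured by HTRF TR-FRET. Normalized to buffer and 29 nM porcine relaxin; EC50 by Hill fit.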
D1 antag: blocks dopamine activation of the human D1 receptor; P21728; HEK293 TREx D1 cells, calcium flux, dopamine EC80; stronger effect = lower value; activity change, negative = inhibition, % at 10 µM; 360,000 tested, 3.2% active; AID 504652; in the data active means activity change below about -30%; further: on the % scale 0 is the no-effect control and ±100 the full control effect
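Antagonism measured as reduced calcium response to an EC80 dopamine addition following 180 s compound pre-read; cells were inducible HEK293 Trex D1 plated overnight at 30 C, read kinetically at 1 cycle/sec.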
D1 PAM: potentiators of human D1 dopamine receptor; HEK293 TREx D1 cells, calcium flux, dopamine EC20 potentiation; potentiation, % at 10 µM; 360,000 tested, 0.036% active; AID 504651; in the data active means potentiation above about 30%; further: 0% is about no effect
LDHA block: LDHA (human) enzyme inhibition; P00338; purified LDHA, NADH/diaphorase-resazurin fluorescence; stronger effect = lower value; activity change, % (values are at about 110 or 230 µM); 480,000 tested, 0.15% active; in the data active means activity change below about -30%; inconclusive means mostly about -25% to -30%;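 further: plate controls were DMSO wells for no effect and wells without enzyme for full effect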
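Remaining NADH was detected by diaphorase (0.133 mg/mL) converting 37 µM resazurin to fluorescent resorufin, read at 0 and 20 minutes. The preceding 5-minute room-temperature reaction used 2 nM LDHA, 0.2 mM sodium pyruvate and 0.06 mM NADH at pH 7.4.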
GRP78 ERSR act: inducers of ER stress response in human glioma cells; U87-MG GRP78 promoter luciferase reporter, 16 h; 420,000 tested, 0.02% active; Potency, µM, for inactives: at the top dose activation, most hits filed as activators; further: potency means the concentration at half of the fitted maximal effect; series mostly up to about 76 µM; % of control where 0% means no effect; nearly all actives have a fitted effect of over 35% in size
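Stably transfected U87-MG human glioma cells carrying a GRP78-based luminescent sensor were seeded at 1000 cells/well, pin-dosed with compounds and incubated 16 h. Luciferase reagent was then added, and end-point luminescence was read after 10 min at room temperature.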
Vif-APOBEC3F blk: blocks the Vif interaction with APOBEC3F; HeLa A3F-eYFP + Vif (tagged APOBEC3F with the HIV-1 protein that degrades it), YFP fluorescence increase; AID 602313; 390,000 tested, 0.2% active; Potency, µM (titrated, usually from 46.1 µM), inactives show at the top dose activity, negative = active; further: potency means the concentration at half of the fitted maximal effect; % of control where 0% means no effect; nearly all actives have a fitted effect of over 65% in size
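Fluorescence increase (Ex 488/Em 500-530) after overnight compound treatment at 37 deg C flags inhibition of Vif-driven A3F-eYFP loss in stable HeLa A3F-eYFP/Vif cells seeded overnight beforehand.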
D1 ag: human D1 receptor agonism; HEK293 T-REx D1 cells, calcium flux, agonist mode; activation, % at 2 µM; 360,000 tested, 1% active; in the data active means activation above about 30%; further: 0% is about no effect
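Inducible HEK293 T-REx D1 cells, force-coupled to calcium signalling, were plated at 4000 cells/well with tetracycline and held overnight at 30 C. After no-wash calcium dye loading, compound-evoked calcium rise over 180 s flagged agonists.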
D2 potentiator: positively modulates the human D2 dopamine receptor allosterically. P14416. potentiation, % at 10 µM. AID 485347. 340,000 tested, 0.34% active. HEK293 T-REx D2, calcium flux, EC20 dopamine potentiation;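 active means potentiation over 3 SD above the plate norm, cut at about 30% in these data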; further: 0% is about no effect
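Using a no-wash calcium dye in inducible, force-coupled HEK293 Trex cells expressing D2, we tracked fluorescence each second for 180 s after compound, then for 180 s after EC20 dopamine to detect augmented signalling.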
Vif-A3G inh: inhibitors of Vif-APOBEC3G interaction | Q9HC16 | HeLa A3G-eYFP + Vif (tagged APOBEC3G with the HIV-1 protein that degrades it), YFP fluorescence, overnight | Potency, µM (series often up to 46.1 µM), for inactives: top-dose activity, negative = active, usual class: inhibitors | 410,000 tested, 0.076% active;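 further: potency means the concentration at half of the fitted maximal effect; on the % scale 0 is the no-effect control and ±100 the full control effect; nearly all actives have a fitted effect of over 60% in size; hits raise eYFP signal because A3G escapes Vif-driven loss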
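Read-out is eYFP fluorescence (Ex 488/Em 500-530) from Vif-expressing HeLa A3G-eYFP cells; more signal means A3G escaped Vif-mediated degradation. Cells plated overnight, compound pinned in, incubated overnight at 37 deg C.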
The depositor's hits bear a star; ? = inconclusive; . = no result given; & = joins results of further samples. Unless noted, the call rests on the fitted dose curve; in most records, active means well fitted curve in the direction sought with a large enough effect; inconclusive means small, poorly fitted or top-dose-only effect, or another doubt; inactive means no such curve, though single readings can be large; an effect the other way counts as inactive or inconclusive.

mol	Vif-APOBEC3F blk	RXFP1 agonist	D1 PAM	D1 ag	Vif-A3G inh	LDHA block	GRP78 ERSR act	D2 potentiator	D1 antag
COC(C[C@H](O)C[C@H](O)[C@@H](C)OCc1ccccc1)OC	-3%	.	.	.	-1%	-7	-5%	.	.
Cc1ccc(/C=N/n2c(-c3cccnc3)n[nH]c2=S)o1	5%	-1.2%	-2	1	0%	-1	-2%	-6	-9
O=C(NCCNC(=O)c1cc(Cl)ccc1Cl)c1cnccn1	-2%	6.0%	-6	1	2%	-3	-5%	15	-27
Cc1ccc(C)c(CN2CCC(CNC(=O)CCc3nnc4ccc(N5CCC(C)CC5)nn34)CC2)c1	1%	1.4%	-1	-1	-1%	-2	1%	-3	-14
CS(=O)(=O)N1CCCC(C(=O)NCCN2CCC(Cc3ccccc3)CC2)C1 (stereo not given)	3%	1.4%	-4	2	-3%	-5	-2%	-19	-16
Cc1ccccc1NC(=O)C(C)N1C(=O)c2ccccc2C1=O (stereo not given)	-5%	0.5%	-7	2	2%	0	2%	11	-1
CCN1C(=O)c2ccccc2Sc2ccc(NC(=O)Cc3ccc(OC)cc3)cc21	0%	2.4%	-4	8	-8%	-7	-3%	-9	11
CC1CCCC(C)N1C(=O)COc1ccc(-c2nnco2)cc1 (stereo not given)	-13%	0.1%	12	0	1%	-4	4%	-13	1
Cc1c(C(=O)NCC(c2ccco2)N2CCCC2)sc2ccccc12 (stereo not given)	4%	.	.	.	-3%	6	-1%	.	.
COc1cccc(CNC(=O)c2ccc(S(=O)(=O)N3CCCC3)cc2)c1	1%	0.8%	0	-1	2%	-10	-2%	2	-18
CCOc1ccc(NC(=O)CNC(=O)c2nn(-c3ccc(OC)cc3)c(=O)c3ccccc23)cc1	0%	22%	-4	3	-6%	-3	-2%	7	2
O=C(NC1=CC(=O)c2ccccc2C1=O)c1ccccc1	?	.	.	.	-7%	40	-15%	.	.
CSc1nc(Cl)c(Cc2ccc(OC(C)C)cc2)c(N(C)C)n1	10%	1.2%	-8	6	-1%	-10	2%	6	-5
C=CCN(c1ccc(C(=O)Nc2ccc(NC(C)=O)cc2)cc1)S(C)(=O)=O	10%	1.1%	4	2	-1%	-9	0%	-10	-10
CN1C(C(=O)NCc2ccccc2)CC2Cn3c(nc4cc(Cl)c(Cl)cc43)C21 (stereo not given)	-5%	3.7%	-5	0	-5%	2	-3%	1	-14
COc1cc(C(=S)N2CCCC2)cc(Cl)c1OCC(=O)Nc1ccc(C)cc1C	11%	-0.2%	-2	3	2%	-12	-2%	10	9
CC(C)(C)OC(=O)C[C@@H]1C/C=C\C[C@H](CC(=O)N[C@H](CO)Cc2ccccc2)C(=O)N[C@@H](Cc2c[nH]c3ccccc23)COC1=O	-9%	.	.	.	-4%	5	-3%	.	.
NS(=O)(=O)c1ccc(N=Nc2c(=O)[nH]n3c(=O)c4c([nH]c23)CCCC4)cc1	1%	-1.6%	-2	2	1%	1	-3%	5	8
C[C@@H]1NC(=O)[C@H](CCCN=C(N)N)NC(=O)c2cc([N+](=O)[O-])cc(I)c2OCC[C@@H](C(=O)NC(CC(=O)O)C(N)=O)NC1=O (stereo not given in full)	.	2.4%	-3	-2	.	.	.	10	-7
O=C(CN1CCN(S(=O)(=O)c2ccccc2)CC1)NCCc1ccccc1	2%	0.3%	10	0	1%	-2	-4%	16	10
CC(=O)c1ccc2c3c(ccc(O)c13)CC2	-2%	-0.7%	1	4	1%	-1	-2%	3	20
C[C@H](CO)N1C[C@H](C)[C@@H](CN(C)Cc2ccc(-c3ccccc3)cc2)Oc2c(NC(=O)c3ccncc3)cccc2C1=O	1%	.	.	.	1%	-1	0%	.	.
O=C(CN1N=C(C(F)(F)F)CC1(O)c1ccc([N+](=O)[O-])cc1)c1ccccc1 (stereo not given)	5%	-0.3%	-2	0	1%	-4	-6%	3	-10
COc1ccc(NC(=S)NCCCN2CCOCC2)cc1	0%	1.7%	-1	-1	-5%	-4	-3%	10	-6
C=C(C)CSc1nc2nc(C)cc(C)n2n1	0%	1.2%	-2	-1	1%	-4	8%	-9	2
Cc1ccc(C(=O)NCc2ccc(F)cc2)cc1NC(=O)c1nsc2ccccc12	0%	1.0%	-2	6	-3%	-1	-1%	3	-20
COc1ccc(Cl)cc1S(=O)(=O)N(C)CC(=O)N1CCOCC1	5%	-0.8%	-4	3	0%	-6	-3%	6	-13
CC(=O)c1ccc(NC(=O)CSc2ccsc2[N+](=O)[O-])cc1	-2%	0.0%	-7	0	0%	-12	1%	-9	2
NS(=O)(=O)c1cccc(NC(=O)c2cccc(N3C(=O)c4ccccc4C3=O)c2)c1	2%	.	.	.	2%	-6	-7%	.	.
COc1ccccc1Nc1cc(C(=O)NC2CCC(C)CC2)c2ccccc2n1 (stereo not given)	0%	10%	-2	3	-6%	-6	-2%	-9	1
Cc1ccc([C@H]2N[C@]3(CCCN(Cc4ccccc4)C3=O)[C@H]3C(=O)N(C)C(=O)[C@@H]23)cc1	-13%	.	.	.	1%	1	-3%	.	.
CCOc1ccccc1N(C(=O)c1snc(C(N)=O)c1N)C(CC)C(=O)NC1CCCC1 (stereo not given)	0%	1.5%	0	1	-2%	0	-5%	.	-10
CCOc1ccc(/C=C2\NC(=S)NC2=O)cc1	-1%	-4.6%	1	1	2%	-2	-2%	8	3
CC(=O)N(Cc1ccc(F)cc1)Cc1nc2ccccc2c(=O)[nH]1	5%	3.6%	4	0	-4%	-1	2%	10	-1
OCC(Cc1ccccc1)NCc1ccccc1C(F)(F)F (stereo not given)	0%	0.0%	-6	2	1%	-13	-6%	-6	-5
CCOc1ccc(NC(=O)C2CCCN(S(=O)(=O)c3c(C)noc3/C=C/N(C)C)C2)cc1 (stereo not given)	3%	2.3%	-4	5	0%	4	-1%	-6	-2
N#CC1=C(N)Oc2n[nH]c(-c3cccs3)c2C1c1ccsc1 (stereo not given)	3%	0.9%	-2	4	-5%	5	-1%	1	-18
O=C(/C=C/c1ccc(Cl)c(Cl)c1)NCCCn1ccnc1	-5%	1.3%	-12	2	-6%	-3	-1%	-8	-5
CCOC(=O)N1CCN(C(=O)c2n[nH]c(=O)c3ccccc23)CC1	-1%	2.6%	0	-3	5%	2	-3%	-2	14
CCCN(C#N)c1nc(NCC)nc(NC(C)C)n1	-1%	0.3%	-8	4	-5%	1	-5%	4	-15
O=S(=O)(Nc1cccnc1)c1ccccc1	3%	-0.2%	7&-2	-1&4	-2%&-3%	6&-5	-3%&-3%	.	-17&2
O=C(CCCn1c(=S)[nH]c2cc3c(cc2c1=O)OCO3)NCCc1ccc(Cl)cc1	-1%	.	.	.	0%	-2	1%	.	.
COc1ccc2oc(C)c(C(=O)NN)c2c1	0%	-2.2%	-2	0	1%	11	-1%	7	9
Cc1cc2[nH]c3c(c[n+](C)c4ccccc34)c2cc1C	?	5.6%	-8	1	-27%	-16	-14%	-4	1
O=C(O)CC/C(=C\c1cc2c(cc1Br)OCO2)c1nc2ccccc2s1	0%	-3.4%	5	0	-1%	-2	-5%	-4	-7
CC(Sc1ccccc1)C(=O)NN=C1CCN(C)CC1 (stereo not given)	-4%	2.0%	5	0	1%	1	-2%	10	-5
CC(C)(C)C(=O)Nc1ccc2oc(-c3cc(F)c(F)cc3Cl)nc2c1	7%	-0.5%	-5	8	-6%	-3	1%	3	-6
Cc1cc(C)[n+](-c2ccc(F)cc2)c2[nH]c(=O)[nH]c(=O)c12	-1%	8.4%	-2	3	3%	6	-4%	11	3
COC(=O)C1Cc2c([nH]c3ccccc23)C2CCC(=O)N12 (stereo not given)	-8%	.	.	.	2%	-12	-4%	.	.
N#Cc1c(-c2ccc(Cl)cc2)nc2n(c1=O)CCCS2	0%	4.8%	2	2	-6%	-1	0%	-2	5
N#Cc1c(/N=C/c2ccccc2)oc(-c2ccccc2)c1-c1ccccc1	-2%	0.6%	4	2	0%	-3	-1%	-15	-4
O=C(COc1ccccc1[N+](=O)[O-])Nc1cc(-c2nc3cc(Cl)ccc3o2)ccc1Cl	7%	0.5%	-2	0	-2%	-9	1%	-2	-45*
COCCCn1c(=S)[nH]c2sc3c(c2c1=O)CCCC3	-3%	?	-5	-3	-2%	1	-1%	7	18
CC(=O)Oc1ccc(/C=C(\NC(=O)c2ccco2)C(=O)NCc2ccco2)cc1	5%	0.1%	-4	4	3%	-7	-2%	21	-15
CCOC(=O)COc1ccccc1/C=N\NC(=O)c1cc2c(ccc3ccccc32)o1	-5%	-5.2%	-3	6	-16%	-4	2%	-5	-3
COc1ccc(-n2c(=O)c3sc4ccccc4c3n(CC(=O)NC3CCCCC3)c2=O)cc1	0%	18%	1	2	-2%	-1	-1%	11	-25
CSc1nc(C)cc(C)c1C(N)=O	11%	-0.9%	-5	2	-1%	-7	-1%	-12	0
COc1ccc(-c2nnn(-c3cc(Cl)cc(Cl)c3)c2N)cc1	-16%	-0.2%	2	1	0%	-5	1%	0	-8
COC(=O)c1c(NC(=O)c2ccccc2OC)sc(C(=O)N2CCOCC2)c1C	16%	9.9%	.	1	-37%	-9	-1%	9	-16
O=C(COC(=O)C1CCCN1C(=O)C12CC3CC(CC(C3)C1)C2)c1ccc(Br)cc1 (stereo not given)	-8%	-0.2%	1	4	-3%	-5	-4%	14	-16

D1 antag: entries above that show a hit.
SMILES | D1 PAM | D1 ag | Vif-A3G inh | LDHA block | D2 potentiator | D1 antag
O=C(COc1ccccc1[N+](=O)[O-])Nc1cc(-c2nc3cc(Cl)ccc3o2)ccc1Cl | -2 | 0 | -2% | -9 | -2 | -45*

This is a subset. The share of hits here may be higher or lower than overall.
